E-selectin induc – E-selectin induction in HUVECs, primary screen, imaging, HUVEC, immunofluorescence imaging, single point; P16581; AID 686992, 2013; 260,000 tested, 0.37% active; normalized: neutral wells 0, TNF-alpha wells 100; activation, % at 7.58 µM;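 active = mean E-selectin-positive cell signal at least 10% of the positive control, reached in at least 60% of replicates, without over 20% cell loss; inconclusive = no rule given, readout overlaps actives, possibly toxicity-flagged; inactive = the rest, including those meeting only one limit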;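 note: in these data hits start at about 27%; measured in HUVEC primary endothelial cells; signal is the percent of cells scored E-selectin positive by PE staining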
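Assay system: HUVEC, human umbilical vein endothelial cells / Amount: 3,000 HUVEC/well / Controls: TNF-alpha positive control, DMSO neutral control / Compound dosing: single concentration / Medium: EGM-2 over gelatin coat / Evaluation: percent E-selectin-positive cells / Signal: immunofluorescence imaging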
RAD54 branch – inhibitors of human RAD54 branch migration, primary screen, biochemical, fluorescence, single point; DNA repair and recombination protein RAD54-like (Homo sapiens), Q92698; RAD54 Holliday junction branch migration, FAM/BHQ fluorescence; inhibition, % at 10.4 µM; 360,000 tested, 0.14% active;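 active = mean normalized replicate activity at least 40 and at least half of replicates scoring 40 or more; inconclusive = only one of the two criteria met; inactive = mean below 40 and under half of replicates reaching 40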;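 note: 0% = median of neutral control wells and 100% = median of positive control wells; inhibitors cause a drop in the FAM fluorescence signal; in these data hits start at about 50%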
esBAF inh – Bmi1 luciferase reporter increase in mESCs, primary screen, esBAF inhibitor project, mouse ES cells, Bmi1 luciferase knock-in, single point | reporter increase, % at 12.5 µM | 24 h; 100% = twice the neutral-well signal | 350,000 tested, 2% active | AID 602393, 2012; in the data active = activation above about 40%; inconclusive = no clear call, values can overlap the other calls;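 note: 0% = median of the plate's neutral control wells and 100% = double that signal; a rise in the Bmi1 reporter signal indicates esBAF inhibition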
RAD52 inh – RAD52 DNA annealing inhibitors, primary screen, biochemical, FRET, single point, set 2. AID 651710, 2012. 360,000 tested, 0.46% active. inhibition, % at 18.7 µM. recombinant RAD52 DNA annealing, FRET fluorescence;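 active = every replicate showing at least 50% inhibition; inconclusive = mean inhibition at least 50% but not in every replicate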
Target sequence (P43351 whole entry, looked up): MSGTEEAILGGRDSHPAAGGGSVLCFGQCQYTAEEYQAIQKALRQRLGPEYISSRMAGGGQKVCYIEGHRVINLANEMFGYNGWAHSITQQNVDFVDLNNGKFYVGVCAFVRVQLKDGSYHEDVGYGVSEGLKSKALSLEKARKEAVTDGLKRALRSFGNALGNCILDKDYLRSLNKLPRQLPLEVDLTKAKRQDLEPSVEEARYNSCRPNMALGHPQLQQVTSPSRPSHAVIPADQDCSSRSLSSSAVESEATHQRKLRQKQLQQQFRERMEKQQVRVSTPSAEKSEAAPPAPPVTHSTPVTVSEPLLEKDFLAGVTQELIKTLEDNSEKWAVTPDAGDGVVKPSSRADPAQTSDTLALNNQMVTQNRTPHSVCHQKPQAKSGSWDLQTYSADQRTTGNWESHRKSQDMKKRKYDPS
PglD DTNB – C. jejuni PglD acetyltransferase inhibitors, primary screen, biochemical, DTNB colorimetric, single point. UDP-N-acetylbacillosamine N-acetyltransferase PglD (Campylobacter jejuni). purified PglD enzyme, DTNB colorimetric CoA detection. inhibition, % at 12.5 µM. 360,000 tested, 0.098% active. AID 602405, 2012; in the data active = inhibition above about 16%, passing the limit was not always enough; inconclusive = no clear call, values can overlap the other calls; note: strong numbers were not always called active
Casp6 inh – human caspase-6 inhibitors, primary screen, biochemical, VEID-R110 fluorescence, single point, set 2. purified caspase-6, Z-VEID-R110 cleavage fluorescence. inhibition, % at 12.5 µM. 350,000 tested, 0.53% active. AID 686996, 2013;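 active = mean inhibition across replicates at least about 35%, with every replicate also reaching that limit, limit read from the data; inconclusive = only one of the two criteria met; inactive = neither criterion met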;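 note: 0% = median of neutral control wells and 100% = no fluorescence left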
ERp5 block – inhibitors of ERp5-driven insulin aggregation, primary screen, biochemical, turbidity, absorbance 650 nm, single point; 350,000 tested, 0.05% active; Protein disulfide-isomerase A6 (Homo sapiens), Q15084; 90 min; inhibition, % at 9.99 µM; AID 651711, 2012;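 active = mean replicate inhibition above about 25%, with every replicate also reaching it, limit read from the data, passing the limit was not always enough; inconclusive = only one of those two criteria met; inactive = neither criterion met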
Target sequence (Q15084 whole entry, looked up): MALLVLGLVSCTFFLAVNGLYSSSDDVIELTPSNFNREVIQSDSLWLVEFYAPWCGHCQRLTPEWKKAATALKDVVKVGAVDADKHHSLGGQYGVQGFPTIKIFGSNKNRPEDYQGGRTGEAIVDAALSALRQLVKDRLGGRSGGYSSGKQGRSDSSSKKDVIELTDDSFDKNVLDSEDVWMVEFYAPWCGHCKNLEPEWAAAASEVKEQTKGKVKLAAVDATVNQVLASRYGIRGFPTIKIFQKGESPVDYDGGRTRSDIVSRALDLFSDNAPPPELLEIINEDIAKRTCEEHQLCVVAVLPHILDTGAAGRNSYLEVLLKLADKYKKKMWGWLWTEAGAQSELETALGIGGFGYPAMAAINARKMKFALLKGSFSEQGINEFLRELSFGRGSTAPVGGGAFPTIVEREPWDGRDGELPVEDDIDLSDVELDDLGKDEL
ARNT TACC3 PPI – disruptors of ARNT/TACC3 protein interaction, primary screen, biochemical, AlphaScreen, single concentration; AlphaScreen His-ARNT PAS-B/GST-TACC3 binding, luminescence; TACC3 fragment carries E629A point mutation; inhibition, % at 9.99 µM; 390,000 tested, 0.66% active; AID 623870, 2012;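 active = mean inhibition of replicates at least 50% and at least half of replicates each reaching 50%; inconclusive = half or more replicates reach 50% but mean below 50%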;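 note: 0% = complete ARNT plus TACC3 wells and 100% = ARNT alone without TACC3; many hits fall short of the cut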
An asterisk follows results filed as active; & = joins results of further samples.

CC[C@]12C(=O)N(C)C[C@H]([C@@H]3C(=O)N(C)C(=O)[C@@H]31)N2C(=O)c1ccc(C)cc1 was read as E-selectin induc -0.1, RAD54 branch -1, esBAF inh 7, RAD52 inh -8, PglD DTNB 0, Casp6 inh 2, ERp5 block -1 and ARNT TACC3 PPI -1.
Screening COc1cc(/C=N/NC(=O)c2ccc(O)cc2)ccc1OCC(=O)N1CC(C)OC(C)C1 (stereo unspecified) returned E-selectin induc 3.3, RAD54 branch 0, RAD52 inh -12, PglD DTNB -3, Casp6 inh -1, ERp5 block -2 and ARNT TACC3 PPI -2.
Screening COc1ccccc1S(=O)(=O)Nc1ccc2c(c1)C(=O)N(C)C[C@@H](OC)[C@@H](C)CN[C@H](C)CO2 returned E-selectin induc -0.2, RAD54 branch -3, esBAF inh -7, RAD52 inh -21, PglD DTNB 3, ERp5 block 3 and ARNT TACC3 PPI 6.
Screening CCc1ccc(NC(=O)Cn2cnc3sc(C)c(S(=O)(=O)N4CCOCC4)c3c2=O)cc1 returned RAD54 branch -6, esBAF inh 2, RAD52 inh -3, PglD DTNB -3, Casp6 inh -2, ERp5 block 2 and ARNT TACC3 PPI 1.
O=C(CCC(=O)N(CC(=O)NC1CCCC1)Cc1ccc2c(c1)OCO2)Nc1nccs1 was read as E-selectin induc 2.0, RAD52 inh -11, Casp6 inh 5 and ERp5 block 6.
Screening CN(c1ccccc1)S(=O)(=O)c1cccc(C(=O)OCC(=O)NCCCN2CCCC2=O)c1 returned E-selectin induc 6.0, RAD54 branch 0, esBAF inh -2, RAD52 inh -15, PglD DTNB 0, Casp6 inh 23, ERp5 block -2 and ARNT TACC3 PPI -3.
Screening COCC(=O)N1CCC2(CC1)CN(C(=O)Nc1ccccc1F)[C@H](CO)c1c2c2ccc(OC)cc2n1C returned E-selectin induc -0.2, RAD52 inh -3, Casp6 inh -2 and ERp5 block -9.
`CC(=O)Nc1ccc(Nc2nc(-c3c(C)nc4ccccn34)cs2)cc1` gave E-selectin induc 3.5, RAD54 branch -8, esBAF inh -21, RAD52 inh -12, PglD DTNB 6, Casp6 inh -2 and ERp5 block 8.
For CCC(C)NC(=O)c1ccc(COc2ccccc2Cl)cc1 (stereo unspecified) the results were RAD54 branch 1, esBAF inh 40, PglD DTNB 3 and ARNT TACC3 PPI -6.
For CN1CCN(C(=O)C2=C[C@H](c3csc4ccccc34)C[C@H](OCc3ccc(CO)cc3)O2)CC1 the results were E-selectin induc 0.7, RAD54 branch -7&-1, esBAF inh -14, RAD52 inh 35&-34, PglD DTNB -3&4, Casp6 inh 0&-2, ERp5 block 6&3 and ARNT TACC3 PPI -2&-1.
c1ccc2sc(SCc3ccc(-c4nnco4)cc3)nc2c1 was read as RAD54 branch -3, esBAF inh 36, PglD DTNB 1 and ARNT TACC3 PPI -2.
For C[C@@H]1CN([C@@H](C)CO)C(=O)c2cc(-c3cccnc3)cnc2O[C@@H]1CN(C)C(=O)Nc1ccc(C(F)(F)F)cc1 the results were E-selectin induc 0.0, RAD54 branch 4, esBAF inh 3, RAD52 inh -5, PglD DTNB 0, Casp6 inh -4, ERp5 block 1 and ARNT TACC3 PPI -5.
Screening COC(=O)/C=C1/S/C(=N/NC(=O)c2ccccc2)NC1=O returned RAD54 branch 1, esBAF inh -7, PglD DTNB 1 and ARNT TACC3 PPI -7.
COc1ccc(C)cc1NC(=O)/C=C/c1ccc(OC)c(S(=O)(=O)N2CCOCC2)c1 was read as RAD54 branch 4, esBAF inh 17, RAD52 inh -8, PglD DTNB 3, Casp6 inh 1 and ERp5 block 10.
Screening Oc1ccc2ccccc2c1C=NNc1ccccn1 returned E-selectin induc 4.2, RAD52 inh -1, Casp6 inh -2, ERp5 block 2 and ARNT TACC3 PPI 14.
For O=C1CC(c2ccc3c(c2)OCO3)CN1 (stereo unspecified) the results were RAD54 branch -1, esBAF inh -6, PglD DTNB -3 and ARNT TACC3 PPI -17.
Screening COc1ccc(Br)cc1S(=O)(=O)Nc1ncn[nH]1 returned E-selectin induc inconclusive, RAD54 branch -12, esBAF inh 0, RAD52 inh -13, PglD DTNB 1, Casp6 inh -8, ERp5 block -24 and ARNT TACC3 PPI 4.
Screening COc1ccc(-c2ccc(SCC(=O)N3CCCC3)nn2)cc1OC returned RAD54 branch 3, esBAF inh 3, PglD DTNB -4 and ARNT TACC3 PPI 9.
Screening COC(=O)c1ccc2c(=O)n(CCN3CCOCC3)c(=S)[nH]c2c1 returned RAD54 branch 0, esBAF inh -4, PglD DTNB 0 and ARNT TACC3 PPI -5.
CC(C)(C)OC(=O)NCCCCCc1nnc(SCc2ccccc2F)o1 was read as RAD52 inh -20, Casp6 inh -1, ERp5 block 2 and ARNT TACC3 PPI -9.
OC[C@@H]1CN(C2CCCC2)C[C@H](n2cnc3c(N4CCCC4)ncnc32)O1 was read as E-selectin induc 0.0, RAD54 branch 3, esBAF inh -7, RAD52 inh -8, PglD DTNB 7, Casp6 inh -1 and ERp5 block 0.
For CCc1cc2c(=O)[nH]c(Cc3ccc(OC)cc3)nc2s1 the results were E-selectin induc 0.4, RAD54 branch 8, RAD52 inh 2, PglD DTNB -2, Casp6 inh -1, ERp5 block 0 and ARNT TACC3 PPI -2.
`COc1ccccc1OCC(=O)N/N=C/C=C/c1ccc([N+](=O)[O-])o1` gave RAD54 branch 1, RAD52 inh -7, PglD DTNB -6, Casp6 inh 6, ERp5 block -2 and ARNT TACC3 PPI 6.
Screening CC(Oc1ccccc1C(N)=O)C(=O)Nc1ccc(S(=O)(=O)N2CCCC2)cc1 (stereo unspecified) returned E-selectin induc 0.1, RAD54 branch 4, esBAF inh 2, RAD52 inh -13, PglD DTNB -1, Casp6 inh -12, ERp5 block 7 and ARNT TACC3 PPI -2.
`CCN(Cc1ccccc1)C(=O)Nc1c(Cl)cccc1Cl` gave E-selectin induc -0.2, RAD52 inh -18, Casp6 inh -1 and ERp5 block -5.
Cn1c(SCC(=O)N(Cc2ccccc2)C(C)(C)C)nc2ccccc21 was read as RAD54 branch -6, esBAF inh 3, RAD52 inh -9, PglD DTNB -7, Casp6 inh 0, ERp5 block -1 and ARNT TACC3 PPI -33.
For CC1=CC(C)(C)NC(=O)N1c1ccc(C)cc1 the results were E-selectin induc -3.4, RAD52 inh -4, Casp6 inh -2, ERp5 block inconclusive and ARNT TACC3 PPI -2.
COc1ccc(N2CCN(C(=O)CSc3ccccc3N)CC2)cc1 was read as RAD54 branch -3, esBAF inh 0, RAD52 inh -21, PglD DTNB -1, Casp6 inh 4, ERp5 block -2 and ARNT TACC3 PPI -5.
For CC1(Cc2ccc(F)cc2)C(=O)Nc2c(Cl)ccc(Cl)c21 (stereo unspecified) the results were E-selectin induc -0.3, RAD54 branch 2, esBAF inh 1, RAD52 inh -5, PglD DTNB -5, Casp6 inh -1 and ERp5 block -1.
O=C(Nc1ccc(C(=O)O)cc1)/C(=C/c1cccc(Br)c1)NC(=O)c1ccco1 was read as RAD54 branch -1, esBAF inh -15, RAD52 inh -19, PglD DTNB 4, Casp6 inh 2 and ERp5 block 1.

Quoted from the entries so far, 2 compounds:
For CC1(Cc2ccc(F)cc2)C(=O)Nc2c(Cl)ccc(Cl)c21 (stereo unspecified) the results were E-selectin induc -0.3, RAD54 branch 2, esBAF inh 1, RAD52 inh -5, PglD DTNB -5, Casp6 inh -1 and ERp5 block -1.
O=C(Nc1ccc(C(=O)O)cc1)/C(=C/c1cccc(Br)c1)NC(=O)c1ccco1 was read as RAD54 branch -1, esBAF inh -15, RAD52 inh -19, PglD DTNB 4, Casp6 inh 2 and ERp5 block 1.

Going on with the list:
For CCc1ccccc1OCC(=O)NCC1COc2ccccc2O1 (stereo unspecified) the results were E-selectin induc -0.9, RAD54 branch 9, esBAF inh -7, RAD52 inh -6, PglD DTNB -8, Casp6 inh -3, ERp5 block -2 and ARNT TACC3 PPI 2.
Screening Cc1ccc(C(c2c(C)[nH][nH]c2=O)c2c(C)[nH][nH]c2=O)cc1 returned E-selectin induc -0.1, RAD54 branch 11, esBAF inh -7, RAD52 inh -4, PglD DTNB 2, Casp6 inh 4, ERp5 block 1 and ARNT TACC3 PPI 7.
`COc1cc(CNn2cnnc2)ccc1OCC(=O)NC1CCCCC1` gave RAD54 branch -12, esBAF inh -12, PglD DTNB 3 and ARNT TACC3 PPI -2.
For Cc1noc(C)c1S(=O)(=O)Nc1ccc2c(c1)C(=O)N([C@H](C)CO)C[C@H](C)[C@@H](CN(C)C(=O)Nc1ccc3c(c1)OCO3)OCCCC[C@H](C)O2 the results were E-selectin induc -0.6, RAD54 branch 1, esBAF inh 3, RAD52 inh -21, PglD DTNB -2, Casp6 inh 2, ERp5 block 1 and ARNT TACC3 PPI 6.
Screening Cc1ccc(N2C(=O)[C@@H]3C(c4ccc(F)cc4)=NO[C@@H]3C2=O)cc1 returned RAD54 branch -19, esBAF inh -6, PglD DTNB -1 and ARNT TACC3 PPI 0.
`COc1ccc(-c2cc(C(=O)Nc3ccc(O)cc3)c3ccccc3n2)cc1OC` gave E-selectin induc -0.8, RAD54 branch -3, esBAF inh 30, RAD52 inh -1, PglD DTNB 3, Casp6 inh 2, ERp5 block 4 and ARNT TACC3 PPI 14.
`CCCN1Cc2cccc(C(=O)NCCCOC(C)C)c2C1=O` gave RAD54 branch -3, esBAF inh 2, PglD DTNB 0 and ARNT TACC3 PPI -1.
For O=C(Nc1ccc(F)cc1)Nc1nnc([C@@H]2C[C@H](O)[C@@H](CO)O2)s1 the results were E-selectin induc 0.4, RAD54 branch -5, esBAF inh 6, RAD52 inh -10, PglD DTNB -2, Casp6 inh 4 and ERp5 block 2.
`COc1ccc(C2CC(=O)c3cc(OC)ccc3O2)cc1` (stereo unspecified) gave E-selectin induc -0.2, RAD54 branch 0, esBAF inh 52*, RAD52 inh -1, PglD DTNB 3, Casp6 inh -1, ERp5 block -1 and ARNT TACC3 PPI -9.
COc1ccc(CN(C)C(=O)Cc2ccc(S(=O)(=O)N3CCOCC3)s2)cc1OC was read as E-selectin induc -0.3, RAD54 branch -18, esBAF inh -3, RAD52 inh -4, PglD DTNB -2, Casp6 inh 1, ERp5 block -1 and ARNT TACC3 PPI 5.
Screening COC(=O)c1ccccc1NC(=O)CCS(=O)(=O)c1ccc(Br)s1 returned RAD54 branch 4, esBAF inh -3, PglD DTNB 4 and ARNT TACC3 PPI 6.
CCOC(=O)c1sc(NC(=O)C2CC(=O)N(c3ccc4c(c3)OCCO4)C2)nc1C (stereo unspecified) was read as RAD54 branch -3, esBAF inh -3, RAD52 inh -20, PglD DTNB -3, Casp6 inh 7, ERp5 block 4 and ARNT TACC3 PPI 2.
`CC(CC(=O)Nc1nc2ccccc2[nH]1)n1ccnc1` (stereo unspecified) gave E-selectin induc -0.6, RAD54 branch -2, esBAF inh -6, RAD52 inh -7, PglD DTNB 1, Casp6 inh -4, ERp5 block 3 and ARNT TACC3 PPI 5.
Screening CCN(CC)C(=O)C1=C(C)N(Cc2ccccc2)C(=O)C(CC(=O)NCCCN(C)C)C1 (stereo unspecified) returned E-selectin induc 0.8, RAD54 branch 7, esBAF inh -2, RAD52 inh -13, PglD DTNB 4, Casp6 inh 9 and ERp5 block 3.

No enrichment for hits; any-hit rate near 3.2%.
